Screening data: PubChem BioAssay, Vanderbilt High Throughput Screening Facility
Cav32 inh = blocks human Cav3.2 T-type calcium channel. Cav3.2-expressing cells, Fluo-4 calcium fluorescence FDSS; hits give low values. B-score at 10 µM. hit rate 4% among 100,000. AID 449739;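 active = single-dose well whose peak fluorescence ratio is a statistical outlier from its plate by either plate-standardised score or position-corrected B-score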
Active calls of the source: *.

The opening five compounds as a preview:
mol	Cav32 inh
Cc1ccc(NS(=O)(=O)c2ccc(C)c(C(=O)N3CCN(C)CC3)c2)cc1	-0.094
CCOC(=O)CC(NS(=O)(=O)c1ccc(NC(C)=O)cc1)c1ccc(OCC)cc1 (stereo not given)	0.92
O=C(NNC(=O)C1CCN(S(=O)(=O)c2ccc(Cl)cc2)CC1)c1ccc(Cl)cc1	-0.094
O=C(Nc1ccccc1Cl)O/N=C/c1ccncc1	-1.9
Cn1c(SCC(=O)N2CCOCC2)nc2sc3c(c2c1=O)CCCC3	1.2

The listing, from the start:
mol	Cav32 inh
Cc1ccc(NS(=O)(=O)c2ccc(C)c(C(=O)N3CCN(C)CC3)c2)cc1	-0.094
CCOC(=O)CC(NS(=O)(=O)c1ccc(NC(C)=O)cc1)c1ccc(OCC)cc1 (stereo not given)	0.92
O=C(NNC(=O)C1CCN(S(=O)(=O)c2ccc(Cl)cc2)CC1)c1ccc(Cl)cc1	-0.094
O=C(Nc1ccccc1Cl)O/N=C/c1ccncc1	-1.9
Cn1c(SCC(=O)N2CCOCC2)nc2sc3c(c2c1=O)CCCC3	1.2
O=C(CCC(=O)Nc1ccccc1)N/N=C/c1ccco1	0.08
Cc1ccccc1CNS(=O)(=O)c1ccc2c(c1)OCCO2	0.19
CCOC(=O)N1CCN(C(=O)CSCC(=O)Nc2nc(-c3ccc(-c4ccccc4)cc3)cs2)CC1	-3.6
Cc1ccc(NC(=O)Cc2noc3ccccc23)cc1	-0.26
Cn1c(N2CCOCC2)nc(-c2ccccc2)c1-c1ccccc1	-1.1
Cc1cc(NC(=O)CSc2nnc(-c3ccco3)n2CC2CCCO2)no1 (stereo not given)	1.7
Cc1ccc(CSCCNC(=O)CCSc2ccccc2)cc1	-1.4
O=C(NCc1nnc(SCC(=O)N2CCC(Cc3ccccc3)CC2)o1)c1ccccc1F	-1.8
Cc1cc(OCC(O)CN2CCN(C)CC2)ccc1C(C)C (stereo not given)	0.47
O=C(Cn1nc(Cl)nc1Cl)c1ccc2c(c1)OCCO2	1.6
CS(=O)(=O)N(CC(=O)Nc1ccccc1Sc1ccccc1)c1cccc(Br)c1	-0.67
CCOc1cc(C(=S)N2CCCCC2)ccc1OS(=O)(=O)c1ccc(Cl)cc1	-5*
Cc1sc(NC(=O)c2cccc([N+](=O)[O-])c2)c(C(N)=O)c1-c1ccc(C(C)(C)C)cc1	-0.98
Cc1cccc2c1NC(C)CC2C (stereo not given)	0.97
COc1ccc(C2CC(c3cccs3)=NN2C(=O)CSc2nc3c(cnn3-c3ccccc3)c(=O)[nH]2)cc1 (stereo not given)	-1
COC(=O)c1ccccc1NC(=O)Cn1cnc2c(cnn2-c2ccccc2)c1=O	0.15
Cc1ccc(-c2nc(C3CCN(S(=O)(=O)c4ccc(C(F)(F)F)cc4)CC3)no2)cc1	0.0048
CCCn1c(SCC(=O)c2ccc(OC)c(OC)c2)nc2c1c(=O)n(C)c(=O)n2C	-0.99
O=C(Nc1cccs1)NC1CCCC1	-0.45
CC(NC(=O)Cc1c(F)cccc1Cl)C1CCCO1 (stereo not given)	0.68
Cc1ccccc1NC(=O)Cn1cnc2c(oc3ccccc32)c1=O	0.79
COc1cccc(OC)c1C(=O)N1CCN(S(=O)(=O)c2ccc(C)cc2)CC1	0.71
CCCC1(c2ccccc2)NC(=O)N(CCN2C(=O)c3ccccc3C2=O)C1=O (stereo not given)	1.7
Brc1ccc(C2=CC(c3cccs3)n3ncnc3N2)cc1 (stereo not given)	-5.5*
Cc1ccc(-c2nc(C#N)c(NCCc3ccccn3)o2)cc1	0.82
COCCCn1c(SCc2nnc(-c3ccc(OC)c(OC)c3)o2)nnc1-c1ccncc1	1.9
CC(C)n1c(NCc2nc3ccccc3n2C)nc2ccccc21	0.47
COC(=O)c1ccccc1OCC(=O)N1CCN(c2ccc(OC)cc2)CC1	0.74
CCCCn1c(SCC(=O)NCc2ccco2)nc2c1c(=O)n(C)c(=O)n2C	-0.13
O=c1c2ccccc2ncn1C1CCCCC1	0.55
CC(C)N1C(=O)CN(C2CCCCCC2)C(=O)C1c1ccccc1F (stereo not given)	0.63
CCOC(=O)C1CCN(Cc2c(F)cccc2Cl)CC1	-0.22
CCOc1ccc(CCNC(=O)c2oc3c(c2C)-c2[nH]ncc2CC3)cc1OCC	1
CC1=C(C#N)C(c2cn(-c3ccccc3)nc2-c2cccs2)C(C#N)=C(C)N1	-1.6
CC1(C)Cc2c(sc(NC(=O)c3ccco3)c2C#N)C(C)(C)N1	0.14
CCOC(=O)C1=C(N2CCCCC2)c2cc3c(n2C1=O)CCCC3	0.95
COCCCNC(=O)CCc1ccc(S(=O)(=O)Nc2ccc(C)cc2)cc1	0.7
CCOc1ccc2[nH]c(=O)c(CN(Cc3ccc(C)cc3)C(=O)N3CCCC3)cc2c1	-0.076
COc1cc(C(=O)NCc2nnc(SCC(=O)N3CCCCC3)o2)cc(OC)c1OC	0.082
C=CCNC(=O)c1ccccc1NS(=O)(=O)c1ccccc1	1.2
C=CCSc1nc(Oc2ccccc2)c2sccc2n1	0.025
Cc1cccc(N(CC(=O)Nc2ccc(F)cc2)S(C)(=O)=O)c1	-0.16
Cc1ccc(C(CC(=O)NCc2ccco2)c2ccc(OC(C)C)cc2)cc1 (stereo not given)	-5.1*
Cc1nn(C)c(C)c1S(=O)(=O)N(CC(=O)N1CCc2ccccc2C1)c1ccc(C(C)C)cc1	-4.8*
COc1ccc(OC)c(S(=O)(=O)Nc2cccc(C(C)=O)c2)c1	-0.17

More compounds
mol	Cav32 inh
O=C(N/C=N/OCc1ccc(Cl)cc1Cl)NOCc1ncc(C(F)(F)F)cc1Cl	0.83
O=C(N/N=C/c1ccc(F)cc1)c1ccc(Br)cc1	0.34
COCCNCC(=O)NCC12CC3CC(CC(C3)C1)C2	-0.7
FCCCOc1ccc(/C=N/OCc2ccc(Cl)cc2)cc1	-0.56
O=C(NCc1ccc2c(c1)OCO2)C1CCCN(S(=O)(=O)c2cccc3cccnc23)C1 (stereo not given)	0.62
O=C(COc1ccc(F)cc1)c1ccc2c(c1)CCCC2	-0.89
COc1ccc([N+](=O)[O-])cc1/C=N/NC(=O)/C(=C\c1cccs1)NC(=O)c1ccccc1	-1.2
O=S(=O)(c1ccc2c(c1)C(=NO)c1cc(S(=O)(=O)N3CCCCC3)ccc1-2)N1CCCCC1	-6.4*
CCN(CC)c1ccc(C2C(C(C)=O)C(=O)CC(C)(O)C2C(C)=O)cc1 (stereo not given)	-1.1
CC1CCN(S(=O)(=O)c2ccc3c(c2)CCN3C(=O)CCC(=O)O)CC1	0.48

Rewritten field by field: part of the list above
O=C(N/C=N/OCc1ccc(Cl)cc1Cl)NOCc1ncc(C(F)(F)F)cc1Cl
  Cav32 inh = 0.83

O=C(N/N=C/c1ccc(F)cc1)c1ccc(Br)cc1
  Cav32 inh = 0.34

COCCNCC(=O)NCC12CC3CC(CC(C3)C1)C2
  Cav32 inh = -0.7

FCCCOc1ccc(/C=N/OCc2ccc(Cl)cc2)cc1
  Cav32 inh = -0.56

(further entries)
structure | Cav32 inh
C=CCn1c(SCCOc2ccccc2)nnc1C(C)NC(=O)c1ccccc1 (stereo not given) | 0.051
CN(c1ccc(C(=O)N2CCCCC2)cc1)S(C)(=O)=O | -0.17
O=C(NC(=S)NC1CCSC1=O)c1ccccc1Cl (stereo not given) | 0.64
CCN(CC)C(=O)CSc1nnc(-c2ccccc2)n1-c1ccccc1 | -0.034
CCn1c(SCc2ccc(C#N)cc2)nnc1-c1cccc(Cl)c1 | -1.2
O=C(CC1CCCCC1)Nc1c2c(nn1-c1ccc(F)cc1)CS(=O)(=O)C2 | -0.42
O=C(NCc1ccccc1)C1CCN(C(=O)NCc2ccccc2)CC1 | 0.02
CCC(=O)N1CCc2cc(S(=O)(=O)CCC(=O)NCCc3ccc(OC)c(OC)c3)ccc21 | -0.0037
CCN(CC)S(=O)(=O)c1cccc(S(=O)(=O)c2cccc(S(=O)(=O)N(CC)CC)c2)c1 | -5.3*
O=c1ccn(-c2cccc(C(F)(F)F)c2)nc1-c1ccn(-c2ccccc2)n1 | -5.7*
COc1ccc(CC(=O)N2CCC(Nc3nc4ccccc4n3Cc3ccc(F)cc3)CC2)cc1 | -3.2
CCOC(=O)C(C)Sc1nc2c(cnn2-c2ccc(C)cc2)c(=O)[nH]1 (stereo not given) | -1.4
CS(=O)(=O)N1CCN(C(=O)c2csc3ccccc23)CC1 | -4.2
COc1ccc(CCn2c(N)c(C#N)c3nc4ccccc4nc32)cc1OC | 0.46
CN1CCN(S(=O)(=O)c2cccc(C(=O)Nc3sc4c(c3C(N)=O)CCCC4)c2)CC1 | -0.6
CCCS(=O)(=O)N1CCN(C(=O)c2cccc(OC)c2)CC1 | 0.039
Cc1ccc(NC(=O)CCN2CCc3ccccc3C2)cc1 | 0.014
CCCn1nnc(NC(=O)COc2ccccc2Cl)n1 | -0.2
CN(C)c1ccnc2sc3c(=O)n(-c4ccccc4)cnc3c12 | 0.24
c1ccc2sc(-c3ccc4c(c3)OCO4)nc2c1 | -0.005
Clc1ccc(CN=C2Nc3ccccc3CS2)cc1 | -1.7
CCC(C)NC(=O)c1cc2cc3ccc(OC)cc3nc2s1 (stereo not given) | -0.24
COc1ccc(N(CC(=O)Nc2cc(C)ccc2OC)S(=O)(=O)c2c(C)noc2C)cc1 | -2
O=C(NCc1ccccc1)C1=C[C@H](C2CC2)C[C@H](OCCCCO)O1 | -0.26
Cn1c(C(C(=O)NCC2CCCO2)N(C(=O)Cn2nnc3ccccc32)C2CCCCC2)nc2ccccc21 (stereo not given) | 0.29
COC(=O)/C(=C\Nc1ccccc1N)c1ncc(C(F)(F)F)cc1Cl | 0.73
Cn1c(N)c(C(=O)NCc2ccccc2)sc1=S | 0.015
Nc1ccccc1C#Cc1ccc2[nH]ccc2c1 | 0.12
COc1ccc(CCNC(=O)C(=O)Nc2nccs2)cc1OC | 0.86
O=C(Cc1ccc(-n2c(=O)[nH]c3ccccc3c2=O)cc1)N1CCN(c2cccc(Cl)c2)CC1 | -0.063
CCCCNC(=O)Cn1c(=O)oc2cc(S(=O)(=O)N3CC(C)CC(C)C3)ccc21 (stereo not given) | -0.19
COc1ccccc1C1=NOC(COC(=O)c2ccc3ccccc3n2)C1 (stereo not given) | 0.64
Cc1ccc(S(=O)(=O)Cc2cccc(C(=O)N3CCOCC3)c2)cc1 | 0.78
Cc1cccnc1NC1OC(=O)c2ccccc21 (stereo not given) | 0.0092
CCOCCCNC(=O)CCNC(=O)c1cc(OC)c(OC)c(OC)c1 | 0.043
Cc1cc(=O)oc2c3c4c(cc12)OCCN4CCC3 | -4.1
COc1ccc(C/C(N)=N/OC(=O)Cc2ccccc2)cc1OC | -0.026
CCOC(=O)c1c(C)nc2sc3c(=O)n(-c4ccc(C(C)=O)cc4)cnc3c2c1-c1ccc(Cl)cc1 | -0.44
Cc1nc(-c2cccnc2)sc1C(=O)Nc1ccc(C(F)(F)F)cc1 | -1.8
COC(=O)CCCC1=CC2=CC(=O)C(C)(OC(=O)c3cccs3)C(=O)C2=CN1c1cccc(C#N)c1 (stereo not given) | 0.18
COc1ccc(S(=O)(=O)N2CCN(CC(=O)Nc3cc(C(F)(F)F)ccc3Cl)CC2)cc1 | 1.3
CC(=O)NC1(C(F)(F)F)N=C2SCCN2C1=O (stereo not given) | 0.39
O=C(NCC1CCCO1)c1cc2c(s1)CS(=O)(=O)C2 (stereo not given) | 0.11
CCc1ccccc1NC(=O)CSc1nc2n[nH]c(C)c2c(=N)n1-c1ccc(OC)cc1 | -0.043
CC1CCCCC1NC(=O)c1cncc(Br)c1 (stereo not given) | 0.51
Cn1c(Cn2nnc3ccccc32)nnc1SCC(=O)N1c2ccccc2Sc2ccccc21 | -2.4
Cc1cnc(NC(=O)COc2ccccc2Cl)s1 | -0.49
O=C(NC1(C(F)(F)F)C(=O)Nc2c1c(=O)[nH]c(=O)n2Cc1ccccc1)c1ccc(Cl)cc1 (stereo not given) | -0.55
O=C(O)C1CC=CCC1C(=O)Nc1ccc(F)c(F)c1 (stereo not given) | -0.99
Cc1ccc(-n2c(C)cc3c2CCCC3=O)cc1 | -0.88
Cc1cc(C(F)(F)F)nc(SCc2ccc(C(=O)O)o2)n1 | -0.21
CC(C)Cc1nnc(NC(=O)CCC(=O)N2CCOCC2)s1 | 0.15
CCSc1nnc([C@H](C)NC(=O)OC(C)(C)C)o1 | -0.72
COc1ccccc1NC(=O)C1=C(C)Nc2nc(-c3ccccc3)nn2C1c1ccccn1 (stereo not given) | -7.6*
O=C(c1ccc2snnc2c1)N1CCCC1 | 0.12
CC(C)Cn1c(CNC(=O)c2ccccc2)nc2ccccc21 | -0.41
CCC1NC(=S)N(C2CCCCC2)C1=O (stereo not given) | 0.69
O=c1c2c(-c3ccc([N+](=O)[O-])cc3)csc2nc2n1CCC2 | 0.83
O=C(CN1CCOCC1)Nc1nc2ccc(F)cc2s1 | 0.43
Cc1ccc(N=Cc2ccc[nH]2)c(O)c1 | 0.015

(more compounds)
structure | Cav32 inh
OCCCc1ccc(O)c(O)c1 | 0.94
COc1ccc(-c2noc(CN3CCC(Cc4ccccc4)CC3)n2)cc1 | 0.55
CCO[C@@H]1OC(C(=O)N2CCN(Cc3ccc4c(c3)OCO4)CC2)=C[C@H](c2coc3ccccc3c2=O)[C@H]1CCCO | 0.51
CCCc1c(O)nc(SCCN(CC)CC)[nH]c1=O | 1.1
COc1ccc(C)cc1S(=O)(=O)Nc1ccc(F)cc1 | -0.87
O=C(c1ccc([N+](=O)[O-])cc1)N1CCOC12CCN(c1ncc(C(F)(F)F)cc1Cl)CC2 | 0.94
COC(=O)/C=C/c1ccc2c(c1)S(=O)(=O)N(Cc1ccc(OC)cc1)[C@H]2CC(=O)OC | 0.18
CC(C)C(c1nnnn1C1CCCCC1)N1CCc2ccccc2C1 (stereo not given) | -1.5
COc1cccc(C(c2sc3ncnn3c2O)N2CCN(C(=O)c3ccco3)CC2)c1 (stereo not given) | 0.86
Cc1ccc(-c2csc3nc(C)n(N)c(=O)c23)o1 | 0.039

Only part of the results is shown, so the mix of outcomes need not match the whole.
